# PI4K2A inh – inhibitors of human PI4K2A. purified PI4K2A, ADP-Glo luminescence, 1 h; active compounds read low. 420,000 compounds, 0.13% hits. activity change, negative = inhibition, % at 76.9 µM. AID 1346378. Q9BTU6; in the data active means activity change below about -50%; inconclusive means mostly about -30% to -49%;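 further: -100% = wells without enzyme as full effect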
#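 ADP-Glo luminescence measured ADP generated by PI4K2A enzyme (4 ug/mL before mixing) with 1.2 mM PI substrate (pre-mix) and 300 microM ATP (pre-mix). Tris pH7.5 buffer with MgCl2, Triton X-100; 1 h reaction at ambient temperature.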
# G9a inh – inhibitors of human histone lysine methyltransferase G9a | Potency, µM (top dose mostly 102 µM), for inactives: at the top dose activity, negative = inhibition, usual class: inhibitors | 350,000 compounds, 8.8% hits | G9a H3K9 monomethylation, AlphaScreen, 2 h; further: potency means the concentration at half of the fitted maximal effect; on the % scale 0 is the no-effect control and ±100 the full control effect; nearly all actives have a fitted effect of over 75% in size
#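 Methyltransferase reactions run at room temperature for 2 h (20 nM enzyme, 500 nM biotin-H3K9 peptide, 20 uM SAM) after a 15 min compound preincubation; product detected by AlphaScreen beads and anti-H3K9me1 antibody.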
# ERG Ets-DNA blk – inhibitors of human ERG Ets domain-DNA interaction | fluorescence polarization, His-ERG Ets domain / labelled DNA | Potency, µM (top dose mostly 76.9 µM), for the others: top-dose FP activity, negative = inhibition, actives largely listed as inhibitors | 370,000 compounds, 0.028% hits | AID 624246; active means well fitted inhibition curve with a large enough effect in the polarisation, with a control signal flat; inconclusive means small, poorly fitted or top-dose-only effect, or effect the other way, or a change in a side signal; inactive means no such curve, though single readings can be large or run the other way; the % refers to the polarisation;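 further: polarization taken with two DNA probes labelled with fluorescein and Texas red; potency means the concentration at half of the fitted maximal effect; % of control where 0% means no effect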
#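 His-tagged ERG Ets domain (1 uM in the protein solution; 300mM KCl, 50mM Tris-HCl, 1mM EDTA, 1mM DTT, pH 7.5) received compound, then a probe mix of 5 nM fluorescein-DNA and 100nM Texas-615-DNA. Fluorescence polarization was read for both dyes.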
# JMJD2A Tudor – inhibitors of human JMJD2A Tudor domain; 390,000 compounds, 4.4% hits; Potency, µM (highest dose often 114 µM), for the others: top-dose activity change, negative = inhibition, usual class: inhibitors; AlphaScreen JMJD2A-Tudor / H3K4me3 peptide binding; AID 504339; further: potency means the concentration at half of the fitted maximal effect; on the % scale 0 is the no-effect control and ±100 the full control effect; nearly all actives have a fitted effect of over 50% in size
# Target sequence (O75164 whole entry, looked up, the tested form may be a part): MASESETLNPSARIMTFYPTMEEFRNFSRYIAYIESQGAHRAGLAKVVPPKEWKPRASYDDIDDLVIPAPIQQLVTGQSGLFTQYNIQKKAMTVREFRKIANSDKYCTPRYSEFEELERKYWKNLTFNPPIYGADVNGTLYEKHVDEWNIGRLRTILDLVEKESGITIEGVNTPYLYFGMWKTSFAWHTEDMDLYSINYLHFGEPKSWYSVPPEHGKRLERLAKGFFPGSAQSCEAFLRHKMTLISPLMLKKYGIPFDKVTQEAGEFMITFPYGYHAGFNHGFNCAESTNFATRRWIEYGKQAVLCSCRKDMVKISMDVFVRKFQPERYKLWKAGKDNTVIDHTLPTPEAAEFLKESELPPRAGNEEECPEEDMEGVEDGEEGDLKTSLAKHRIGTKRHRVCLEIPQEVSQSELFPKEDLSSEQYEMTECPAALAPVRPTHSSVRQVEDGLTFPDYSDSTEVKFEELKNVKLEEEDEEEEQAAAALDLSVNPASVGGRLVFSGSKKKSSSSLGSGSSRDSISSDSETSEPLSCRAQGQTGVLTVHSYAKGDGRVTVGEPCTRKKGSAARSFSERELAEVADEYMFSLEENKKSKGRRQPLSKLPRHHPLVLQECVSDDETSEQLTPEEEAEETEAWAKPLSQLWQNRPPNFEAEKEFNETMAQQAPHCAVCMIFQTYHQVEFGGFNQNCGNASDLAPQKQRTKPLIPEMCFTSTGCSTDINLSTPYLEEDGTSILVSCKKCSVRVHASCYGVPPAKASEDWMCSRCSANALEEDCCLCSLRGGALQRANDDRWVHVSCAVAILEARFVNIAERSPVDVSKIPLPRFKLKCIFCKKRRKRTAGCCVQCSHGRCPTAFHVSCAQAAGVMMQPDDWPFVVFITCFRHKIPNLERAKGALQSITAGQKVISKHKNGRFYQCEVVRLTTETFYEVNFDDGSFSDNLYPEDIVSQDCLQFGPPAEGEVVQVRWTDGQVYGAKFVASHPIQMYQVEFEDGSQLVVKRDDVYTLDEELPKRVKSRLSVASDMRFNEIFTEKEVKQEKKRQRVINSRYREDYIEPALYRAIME
# PGK inhibitor – T. brucei PGK inhibition; P07378; PGK/GAPDH coupled, Kinase-Glo luminescence, 60 min; Potency, µM (series often up to 57.5 µM), inactives show top-dose activity change, negative = inhibition, usual class: inhibitors; 380,000 compounds, 0.043% hits; AID 602233; further: potency means the concentration at half of the fitted maximal effect; on the % scale 0 is the no-effect control and ±100 the full control effect; nearly all actives have a fitted effect of over 60% in size
#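 Recombinant glycosomal PGK reaction used 1,3-bisphosphoglycerate generated in-well by GAPDH (100nM final) in 100mM TEA pH 7.6, 5mM MgCl2, 0.01% Tween-20. After 60 minutes at room temperature, ATP was read by Kinase-Glo Plus luminescence end-point.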
# GLS inh – inhibitors of human glutaminase (GLS) | O94925 | GLS enzymatic activity, qHTS titration | 410,000 compounds, 0.21% hits | AID 624170 | Potency, µM (top dose mostly 45.5 µM), for inactives: at the highest dose activity change, negative = inhibition, actives largely listed as inhibitors; further: potency means the concentration at half of the fitted maximal effect; on the % scale 0 is the no-effect control and ±100 the full control effect
#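 Glutamate formation by hKGA was monitored fluorometrically using coupled glutamate oxidase, HRP and Amplex Red. Substrate was added as 1 mM L-glutamine solution; incubation was 30 min at RT after an initial read.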
# HP1b chromo inh – HP1-beta chromodomain-methylated histone interaction inhibition | P83916 | AlphaScreen HP1-beta / biotin-H3K9me3 peptide binding | Potency, µM (top dose mostly 114 µM), for inactives: at the top dose activity change, negative = inhibition, usual class: inhibitors | 390,000 compounds, 0.56% hits; further: potency means the concentration at half of the fitted maximal effect; nearly all actives have a fitted effect of over 70% in size; inactives centre near 23
#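 HP1-beta protein (50 nM final) preincubated 30 min at room temperature with biotinylated H3(1-18)K9me3 peptide (50 nM) in PBS pH 7.4, 0.01% Tween-20, then compound added for 30 min. AlphaScreen streptavidin donor/nickel chelate acceptor beads (10 ug/mL final), 30 min dark, luminescence read.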
# Pin1 inh – inhibitors of human Pin1; Q13526; Pin1 FP peptide displacement, HiFluor488, 10 min; Potency, µM (titrated, usually from 115 µM), for inactives: top-dose activity, negative = inhibition, usual class: inhibitors; 390,000 compounds, 0.009% hits; active means well fitted inhibition curve with a large enough effect in the polarisation, with a control signal flat, not every such curve was filed as active; inconclusive means small, poorly fitted or top-dose-only effect, or effect the other way, or a change in a side signal; inactive means no such curve, though single readings can be large or run the other way; the % refers to the polarisation; further: potency means the concentration at half of the fitted maximal effect; on the % scale 0 is the no-effect control and ±100 the full control effect
# BAZ2B inh – BAZ2B (human) inhibition | Q9UIF8 | AlphaScreen BAZ2B-H3K14Ac peptide displacement | Potency, µM (doses to about 114 µM), for the others: top-dose activity change, negative = inhibition, most hits filed as inhibitors | 360,000 compounds, 4.4% hits | AID 504333; further: potency means the concentration at half of the fitted maximal effect; on the % scale 0 is the no-effect control and ±100 the full control effect; nearly all actives have a fitted effect of over 60% in size
#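 Compounds, titrated to a top concentration of 110 uM, were incubated 30 min at room temperature with preformed BAZ2B/acetyl-K14 H3 peptide complex (50 nM each). Proximity signal was measured by AlphaScreen after 20 min with beads.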
# * marks the source's active call; other numbers are inactive results; i = inactive; ? = inconclusive; nt = not tested or not shown; [ ] = another dose, or the depositor's remark. Unless noted, the call rests on the fitted dose curve; in most records, active means well fitted curve in the direction sought with a large enough effect; inconclusive means small, poorly fitted or top-dose-only effect, or another doubt; inactive means no such curve, though single readings can be large; an effect the other way counts as inactive or inconclusive.
PI4K2A inh	G9a inh	ERG Ets-DNA blk	JMJD2A Tudor	PGK inhibitor	GLS inh	HP1b chromo inh	Pin1 inh	BAZ2B inh	structure
-1	nt	-6%	-29%	-9%	2%	21%	63%[activator]	nt	CC1(NC(=O)CC(c2ccccc2)(c2ccccc2)c2ccccc2)CCN(Cc2ccc(-c3ccccc3)cc2)C1=O (stereo unspecified)
-9	11%[59 µM]	8%	-13%	-4%	-5%	19%	-10%	-2%	Cc1ccc2c(c1)N(C(=O)N1CCC(C(=O)NCc3cccs3)CC1)CC(C)O2 (stereo unspecified)
-3	?	-2%	-20%	-3%	0%	20%	-3%	?	CC1=CC(C)(C)n2c(O)c(N=NC(N)=S)c3c(C)c(C)cc1c32
-2	-14%[12.7 µM]	nt	-20%	-10%	0%	12%	-2%	9%	O=C(O)c1ccccc1S(=O)(=O)Cc1ccccc1
-4	-44%[59 µM]	-11%	-20%	-3%	0%	22%	?	?	CCn1c(SCC(=O)NC(=O)NCc2ccco2)nnc1-c1cccs1
-3	?	-5%	56µM*	i	-10%	?	-1%	?	Cc1cc(C(=O)CSc2nc3ccccc3[nH]2)c(C)n1C
0	-8%	-19%	-11%	1%	3%	15%	1%	-1%	O=C(CSc1nc2ccccc2n1S(=O)(=O)c1cccc([N+](=O)[O-])c1)NCCc1ccccc1
0	45µM*	0%	-12%	0%	0%	32%	3%	-39%	Cc1c(-c2cc(C(=O)O)c3ccccc3n2)cnn1C
8	2%[12.7 µM]	10%	-21%	i	-3%	28%	-9%	2%	O=C(O)c1cccc(NS(=O)(=O)c2ccc3nnn(O)c3c2)c1
3	nt	-8%	-16%	0%	-24%	37%	1%	-1%	CCOc1cc(/C=N/NC(=O)C(=O)N/N=C/c2ccc(O)c(OCC)c2)ccc1O
-8	-2%	2%	-20%	0%	-22%	-12%	0%	-25%	O=C(N/N=C/c1ccc2c(c1)OCO2)c1ccc(NC(=O)c2ccc(F)cc2)cc1
-11	nt	-15%	-1%	-6%	21%	35%	1%	-11%	C/C(=N/NC(=O)c1ccccc1)C1=C(O)CC(C)(C)CC1=O
0	-11%[59 µM]	16%	4%	i	-10%	54%[activator]	-8%	-3%	CCOC(=O)C1C2C=CC3(CN(c4ccc(Cl)c(F)c4)C(=O)C13)O2 (stereo unspecified)
3	10%	35%[activator]	-5%	-5%	-3%	12%	-1%	0%	CCn1c(=O)c(=O)[nH]c2cc(C(=O)N(C)Cc3ccc(OC)c(F)c3)ccc21
3	4%	-6%	?	i	4%	6%	51%[activator]	3%	COc1ccc(C2=NN(C(=O)CSc3nc(=O)n4cc(C)ccc4n3)C(c3ccc(C)cc3)C2)cc1 (stereo unspecified)
-1	2%[59 µM]	-9%	-21%	-9%	0%	9%	-1%	-28%	Cc1c(C(=O)NCCCN2CCOCC2)oc2c1C1(CCC2)SCCS1
4	nt	7%	-10%[11.4 µM]	-9%	11%	46%[activator]	-4%	nt	COc1ccccc1NC(=O)CN1CCN(CC(=O)Nc2ccccc2F)CC1
1	?	nt	-7%	1%[11.5 µM]	6%	33%	-12%	-30%	CSc1oc(-c2ccccc2)nc1C(N)=O
1	?	0%	-3%	-1%	2%	35%[activator]	-1%	-14%	COc1ccc(OC)c(C2C3=C(CCCC3=O)NC3=C2C(=O)CCC3)c1
0	-5%	-1%	-16%	i	6%	-1%	-1%	3%	O=C(O)c1nn(Cc2nc3ccccc3o2)c(=O)c2ccccc12
-4	-1%	6%	-17%	-9%	0%	38%	-2%	-25%	C/C(=N\NC(=O)C(N)=O)c1ccc(O)cc1O
4	12%	-10%	-10%	-11%	78%[activator]	14%	-2%	-9%	CC(=O)N1CCN(C(=O)c2cc(S(=O)(=O)Nc3ccc(S(C)(=O)=O)cc3)ccc2Cl)CC1
3	-6%	-8%	-4%	-5%	5%	28%	-1%	-23%	Cc1ccc(/C=N/NC(=O)c2c(-c3ccccc3)noc2C)o1
-3	18%[59 µM]	6%	-1%	-6%	2%	34%	-6%	9%	O=C(Nc1ccccc1-c1ccccc1)c1ccco1
-6	?	7%	-4%	3%	-32%	18%	-3%	2%	O=S(=O)(Nc1nc2ccccc2nc1Cl)c1ccc(Cl)cc1
-1	nt	15%	?	-2%	16%	-9%	62%[activator]	nt	COc1ccc(-c2nc(C#N)c(NCCN(C)C)o2)cc1
-1	10%	22%	-11%	-8%	-4%	34%	-1%	15%	Cc1oc2cc3oc(=O)c(CCC(=O)NCCN4CCOCC4)c(C)c3cc2c1C
0	-5%[59 µM]	-10%	-1%	i	-8%	45%[activator]	1%	5%	CCc1cccc(C)c1NC(=O)CO/N=C(\C)c1cc2ccccc2o1
4	0%[59 µM]	1%	9%	i	-7%	31%	6%	27%	O=C(CCC(=O)c1cccs1)NCc1ccccc1
-2	6%[59 µM]	-1%	2%	-3%	2%	45%[activator]	-4%	3%	O=C(Nc1cc(Cl)cc(Cl)c1)c1cc(S(=O)(=O)NC2CCCC2)ccc1F
4	4%	-3%	-7%	-2%	-3%	38%[activator]	11%	-3%	COC(CNC(=O)c1c[nH]c2ccc(S(=O)(=O)N3CCC4(CC3)OCCO4)cc2c1=O)OC
0	?	-1%	-14%	5%	5%	21%	-13%	?	COc1ccc2c(c1)c(=O)c(C(=O)c1ccccc1)cn2CC(=O)Nc1ccc2c(c1)OCO2
-1	2%	-14%	-1%	-4%	4%	62%[activator]	-6%	-33%	COCCNC(=O)c1c(N)n(CCCn2ccnc2)c2nc3ccccc3nc12
0	-5%[59 µM]	-10%	-12%	8%	3%	29%	2%	-5%	COc1ccccc1N1CCN(C(=O)c2cc3c(=O)oc4ccc(C)cc4c3s2)CC1
1	117%[activator]	5%	73%[activator]	10%	-4%	84%[activator]	-1%	73%[activator]	COc1ccc(/C(N)=N/OC(=O)CC2CCCCC2)cc1
6	22%[59 µM]	-3%	-8%	17%	-1%	30%	2%	-6%	CNC(=O)C(C)NS(=O)(=O)c1ccc(F)cc1 (stereo unspecified)
-4	nt	2%	-28%	-7%	0%	16%	-6%	18%	O=C(NCC1CCCN(C2Cc3ccccc3C2)C1)c1cccs1 (stereo unspecified)
0	15%[12.7 µM]	2%	-11%	1%	2%	-12%	-7%	-4%	CCCCn1c(N)c(N(CCOC)C(=O)COC(=O)COc2ccc(CC)cc2)c(=O)[nH]c1=O
-8	50µM*	-7%	-27%	4%	-9%	-8%	1%	-38%	CCOC(=O)c1c(-c2ccccc2)oc2ccc(O)c(CN3CCN(C)CC3)c12
0	-12%[59 µM]	-4%	-8%	-3%	-1%	13%	-3%	8%[57.1 µM]	COc1cc(Cl)c(C)cc1NC(=O)CCn1cnc2onc(-c3ccc(F)cc3)c2c1=O

# Compounds shown so far containing a Cl atom (5):
PI4K2A inh	G9a inh	ERG Ets-DNA blk	JMJD2A Tudor	PGK inhibitor	GLS inh	HP1b chromo inh	Pin1 inh	BAZ2B inh	structure
0	-11%[59 µM]	16%	4%	i	-10%	54%[activator]	-8%	-3%	CCOC(=O)C1C2C=CC3(CN(c4ccc(Cl)c(F)c4)C(=O)C13)O2 (stereo unspecified)
4	12%	-10%	-10%	-11%	78%[activator]	14%	-2%	-9%	CC(=O)N1CCN(C(=O)c2cc(S(=O)(=O)Nc3ccc(S(C)(=O)=O)cc3)ccc2Cl)CC1
-6	?	7%	-4%	3%	-32%	18%	-3%	2%	O=S(=O)(Nc1nc2ccccc2nc1Cl)c1ccc(Cl)cc1
-2	6%[59 µM]	-1%	2%	-3%	2%	45%[activator]	-4%	3%	O=C(Nc1cc(Cl)cc(Cl)c1)c1cc(S(=O)(=O)NC2CCCC2)ccc1F
0	-12%[59 µM]	-4%	-8%	-3%	-1%	13%	-3%	8%[57.1 µM]	COc1cc(Cl)c(C)cc1NC(=O)CCn1cnc2onc(-c3ccc(F)cc3)c2c1=O

# Next part.
PI4K2A inh	G9a inh	ERG Ets-DNA blk	JMJD2A Tudor	PGK inhibitor	GLS inh	HP1b chromo inh	Pin1 inh	BAZ2B inh	structure
-1	86%[activator]	1%	60%[activator]	-4%	0%	85%	-1%	-11%	CC(=O)c1ccc2c(c1)c1ccccc1n2CC(C)C
1	-4%[59 µM]	-1%	?	1%	9%	11%[57 µM]	2%	-6%	Cc1ccc(-n2c(SCC(=O)Nc3ccc4c(c3)OCO4)nc3c([nH]c4ccccc43)c2=O)cc1
3	45%[activator]	12%	2%	9%	3%	63%[activator]	?	10%	NNc1nc2c(-c3cccc(C(F)(F)F)c3)nnn2c2ccccc12
0	?	8%	-18%	nt	-6%	14%	3%	-22%	CC(C)C(=O)N1CCN(c2nc(-c3ccc(Cl)cc3)cs2)CC1
1	10%[59 µM]	4%	?	-1%	14%	18%	21%	50µM*	Cc1ccc(C(=O)/C=C/NNC(=O)c2ccccc2O)cc1

# Ordered by value in GLS inh (largest number first): four from the list above.
mol | GLS inh
Cc1ccc(C(=O)/C=C/NNC(=O)c2ccccc2O)cc1 | 14%
Cc1ccc(-n2c(SCC(=O)Nc3ccc4c(c3)OCO4)nc3c([nH]c4ccccc43)c2=O)cc1 | 9%
NNc1nc2c(-c3cccc(C(F)(F)F)c3)nnn2c2ccccc12 | 3%
CC(=O)c1ccc2c(c1)c1ccccc1n2CC(C)C | 0%
